Assay outcomes: PubChem BioAssay, National Center for Advancing Translational Sciences (NCATS)
S2 tox: Viability Counterscreen for Primary qHTS for Inhibitors of ATXN expression | 400,000 compounds, 0.49% hits | AID 651635, 2014 | S2 cells (HEK-293 line with an ATXN2-luciferase reporter) viability, CellTiter-Fluor protease fluorescence, 24 h | Potency, µM (doses to about 56.7 µM), usual class: cytotoxic; note: potency is the fitted concentration of half-maximal effect; nearly all actives have a fitted effect of over 40% in size
MCF10A rereplic: A quantitative high throughput screen for small molecules that induce DNA re-replication in MCF 10a normal breast cells. AID 624296, 2012. Potency, µM (series often up to 46.1 µM), for inactives: at the highest dose activity, positive = re-replication, usual class: activators. 350,000 compounds, 2.9% hits. MCF 10A DNA re-replication, Hoechst nuclear intensity, 48 h; note: potency is the fitted concentration of half-maximal effect; % of control where 0% means no effect; nearly all actives have a fitted effect of over 50% in size
ATXN2 expr inh: Primary qHTS for Inhibitors of ATXN expression. Potency, µM (titrated, usually from 57 µM), inactives show at the highest dose activity change, negative = inhibition, hits mostly inhibitors. HEK-293 ATXN2-luciferase reporter, luminescence, 24 h. 360,000 compounds, 0.72% hits; note: potency is the fitted concentration of half-maximal effect; % is set by controls: 0 for no effect and ±100 for the full control effect; nearly all actives have a fitted effect of over 55% in size
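qHTS (up to 57 uM final) was run with 24 h compound exposure of reporter cells at 37 °C. Each well was multiplexed: SteadyGlo luminescence measured ATXN2-luciferase expression after a fluorogenic Gly-Phe-AFC viability readout (25 uM final).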
KB-3-1 tox: qHTS assay for MDR1-selective chemotherapeutics: Primary screen using the parental adenocarcinoma cell KB-3-1; KB-3-1 viability, CellTiter-Glo ATP luminescence, 72 h; Potency, µM (doses to about 46.1 µM), inactives show at the highest dose activity change, negative = cytotoxic, usual class: cytotoxic; 400,000 compounds, 1.4% hits; AID 1347075, 2019; note: potency is the fitted concentration of half-maximal effect; % is set by controls: 0 for no effect and ±100 for the full control effect; nearly all actives have a fitted effect of over 60% in size
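Parental KB-3-1 viability, qHTS format: 72 h compound exposure, 37 °C; CellTiter-Glo; media-only wells and DMSO plates as controls; concentration-effect fits on corrected data.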
HT1080-NT tox: qHTS for induction of synthetic lethality in tumor cells producing 2HG: qHTS for the HT-1080-NT fibrosarcoma cell line | Potency, µM (titrated, usually from 46.1 µM), inactives show top-dose activity, negative = less viability, hits mostly cytotoxic | HT-1080-NT fibrosarcoma viability, CellTiter-Glo ATP luminescence, 48 h | AID 686970, 2013 | 360,000 compounds, 1.6% hits;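 note: NT is the 2HG producing partner of a matched IDH1 knockdown line; potency is the fitted concentration of half-maximal effect; 0% = DMSO-treated cells and -100% = media-only wells without cells; nearly all actives have a fitted effect of over 55% in size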
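Fibrosarcoma NT cells, 750 per well in 5% FBS RPMI, were exposed to compound for 48 hours. Viability: CellTiter-Glo luminescence.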
SW480 rerep: A quantitative high throughput screen for small molecules that induce DNA re-replication in SW480 colon adenocarcinoma cells. SW480 DNA re-replication, Hoechst DNA content imaging, 48 h. Potency, µM (doses to about 46.1 µM), inactives show at the highest dose re-replication activation, actives largely listed as activators. 340,000 compounds, 1.8% hits; note: potency is the fitted concentration of half-maximal effect; % of control where 0% means no effect; nearly all actives have a fitted effect of over 55% in size
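DNA re-replication was detected as more nuclei of elevated Hoechst intensity after 48 hr exposure to compound (23 nL pinned per well of 250 cells).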
IL-1B inflam inh: qHTS for Inhibitors of Inflammasome Signaling: IL-1-beta AlphaLISA Primary Screen | AID 743279, 2014 | 360,000 compounds, 4.7% hits | THP-1 LPS/ATP IL-1B secretion, AlphaLISA, 16 h; stronger effect = lower value | activity change, % at 57.5 µM; in the data active = activity change below about -50%; inconclusive = mostly about -30% to -49%; note: % is set by controls: 0 for no effect and ±100 for the full control effect
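Secreted IL-1B measured by AlphaLISA bead assay after 16 h compound exposure of THP-1 cells; compounds (final up to 57.5 uM) added 1 h before LPS (250 ng/mL) and ATP (1.25 mM) stimulation; lower signal means less secretion.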
HT1080 IDH1KD tx: qHTS for induction of synthetic lethality in tumor cells producing 2HG: qHTS for the HT-1080-IDH1KD cell line | HT-1080 IDH1 knockdown viability, ATP luminescence, 48 h | Potency, µM (doses to about 46.1 µM), for inactives: at the highest dose activity, negative = toxicity, usual class: cytotoxic | 360,000 compounds, 2% hits | AID 686971, 2013;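 note: potency is the fitted concentration of half-maximal effect; 0% = DMSO wells and -100% = cell-free medium wells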
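Using the IDH1-knockdown HT-1080 line run in the same batch and compound series as the NT line, viability after 48 h at 37 °C was determined by CellTiter-Glo luminescence and expressed as % activity.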
HepG2 viability: qHTS for Inhibitors of TGF-b: Cytotox Counterscreen; HepG2 CAGA-GFP viability, ATP luminescence, 18 h; Potency, µM (doses to about 46.1 µM), without a hit: top-dose activity change, negative = cytotoxicity, usual class: cytotoxic; 410,000 compounds, 0.76% hits; note: potency is the fitted concentration of half-maximal effect; some results filed as inactive show a strong effect at the top dose
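HepG2 CAGA-GFP cells (1000/well, DMEM with 1% FBS) received compound, then TGF-beta at 500 pg/mL final, and were incubated 18 hours at 37 degrees C. Viability was read by CellTiter-Glo luminescence. Media-only wells were set as complete cell-killing and DMSO as no toxicity.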
An asterisk follows results filed as active; i = inactive; ? = inconclusive; . = not tested or not shown; [ ] = another dose, or the depositor's remark. Unless noted, calls come from the whole dose curve; as a rule, active = well fitted curve in the direction sought with a large enough effect; inconclusive = small, poorly fitted or top-dose-only effect, or another doubt; inactive = no such curve, though single readings can be large; an effect the other way counts as inactive or inconclusive.

canonical_smiles	HT1080 IDH1KD tx	IL-1B inflam inh	HT1080-NT tox	S2 tox	ATXN2 expr inh	KB-3-1 tox	MCF10A rereplic	HepG2 viability	SW480 rerep
CCOc1ccc2c(c1)ncn2Cc1ccccc1	-8%	3	2%	i	33%	0%	-7%	-5%	-2%
CC1CCC2C(=O)N(c3ccc(S(=O)(=O)c4ccccc4)cc3)C(=O)C2C1 (stereo unspecified)	1%	12	5%	i	3%	9%	-3%	-1%	-3%
COc1ccc(/C=C(/C(=O)N2CCCCC2C(=O)O)c2ccc(OC)c(OC)c2)cc1 (stereo unspecified)	-1%	0	-2%	i	-3%	4%	7%	28%	-13%
Cc1ccc(-c2noc(CNS(=O)(=O)c3ccccc3)n2)cc1	-13%	-1	0%	i	8%	-24%	21%	-23%	5%
COc1ccccc1-c1c(C(F)(F)F)oc2cc(OS(C)(=O)=O)ccc2c1=O	-11%	-5	0%	i	-2%	?	1%	-12%	-5%
COc1cc(N(CCCn2cnc3c(SC)ncnc32)CCCn2cnc3c(SC)ncnc32)cc(OC)c1OC	-10%	-2	-1%	i	-5%	-3%	.	-20%	.
CC(=O)c1ccc(N(CC(=O)NCc2ccc3c(c2)OCO3)C(=O)c2csnn2)cc1	-6%	18	-5%	i	12%	0%	-4%	2%	-7%
Cc1noc(C)c1NC(=O)N(C)C[C@H]1Oc2ccc(NC(=O)NC3CCCCC3)cc2C(=O)N([C@H](C)CO)C[C@@H]1C	15%	8	16%	i	15%	0%	-3%	3%	-30%
CCCN(C(=O)COC(=O)CSc1ccc([N+](=O)[O-])cc1)C1CCS(=O)(=O)C1 (stereo unspecified)	9%	0	5%	i	0%	?	3%	-5%	?
O=C(CN(c1cccc(Cl)c1)S(=O)(=O)c1ccc(Cl)cc1)NCc1ccccn1	-11%	-26	-6%	?	-29%	.	11%	-35%	22%
O=C(O/N=C1\CCS(=O)(=O)c2sccc21)c1c(F)cccc1F	0%	12	10%	i	-20%	13%	-47%[inhibitor]	12%	-5%
Cc1ccc(C)c(N2CCN(C(=O)c3cc4c(=O)n(Cc5cccs5)ccc4nc3C)CC2)c1	.	.	.	?	?	-35%	.	16%	.
O=C(O)CCCC(=O)Nc1cc([N+](=O)[O-])ccc1O	5%	2	-1%	?	.	0%	15%	0%	-32%[inhibitor]
CC(=O)c1c(COC(=O)c2cccc(C)c2)nc2ccccc2[n+]1[O-]	-1%	28	1%	i	.	3%	15%	9%	0%
O=C(CN(C(=O)CCC(=O)Nc1ccccn1)c1cccc(F)c1)NCc1ccc(F)cc1	-1%	-3	-12%	i	-8%	12%	-1%	-22%	-4%
CCOC(=O)c1ccc(N(CC2CO2)S(=O)(=O)c2ccc(C)cc2)cc1 (stereo unspecified)	-1%	?	-1%	i	-4%	7%	5%	-19%	2%
COc1ccc(/C=C/C(=O)OCC(=O)N2CC(=O)Nc3ccccc32)cc1	2%	12	5%	i	-7%	-2%	-2%	-13%	-3%
C=CCSc1nnc(-c2ccc(Cl)cc2Cl)o1	6%	14	19%	i	41%[activator]	5%	-3%	-12%	-6%
COc1ccc(/C=N/NC(=O)Cn2cnc3c2c(=O)n(C)c(=O)n3C)cc1	-1%	9	4%	i	3%	-11%	2%	-6%	0%
CC(=O)c1ccc(NC(=O)/C(=C\c2ccccc2)NC(=O)c2ccco2)cc1	2%	-10	7%	?	4%	4%	-6%	2%	-13%
O=[N+]([O-])c1ccc(CSc2ccc(S(=O)(=O)N3CCCCCC3)cn2)cc1	-17%	-9	-14%	i	-21%	-3%	-2%	1%	-64%[inhibitor]
CCN(CC)c1ccc(NC(=O)c2ccc(=O)[nH]c2)cc1S(=O)(=O)Nc1ccc(OC)cc1	?	-3	?	i	-7%	?	19%	-26%	?
NS(=O)(=O)c1ccc(CCNC(=O)c2cnccn2)cc1	-11%	18	-1%	i	0%	0%	0%	7%	20%
COc1cc(NC(=O)Cn2ncc3c2-c2ccccc2OC3)cc(OC)c1OC	-9%	12	7%	i	14%	14%	1%	-28%	-3%
Cc1cc2nc(SCCOC(=O)Nc3cccc(Cl)c3)nc(C)c2cc1C	-26%	0	0%	i	.	-9%	?	18%	6%
COc1cc2c(cc1OC)CN(Cc1ccc(F)cc1)CC2	-10%	-4	4%	i	9%	0%	-22%	-10%	?
NC(=O)C1CCN(CC(=O)NCc2ccccc2)CC1	0%	70	1%	i	-2%	23%	-8%	-3%	1%[9.22 µM]
O=C(CCNC(=O)c1ccccc1Cl)NN=Cc1ccccc1[N+](=O)[O-]	1%	-9	-2%	i	-15%	-5%	3%	-15%	-2%
CCC(=O)N1CCc2cc(S(=O)(=O)CCC(=O)Nc3c(C)n(C)n(-c4ccccc4)c3=O)ccc21	3%	-16	6%	i	37%[activator]	0%	-5%	-27%	-4%
CCCc1cc(=O)c2ccc(OC/C(C)=N/O)cc2o1	-8%	3	-1%	i	.	-1%	-1%	-2%	-12%
CCCc1cnc(N2CCN(C(=O)c3ccc(OC)cc3)CC2)nc1	-1%	31	-24%	i	3%	?	19%	-1%	0%
Cc1c(OC(C)C(=O)NC2CC(C)(C)NC(C)(C)C2)ccc2c3c(c(=O)oc12)CCC3 (stereo unspecified)	1%	-14	-3%	i	-11%	-17%	?	-18%	5%
CC1(C)CC(=O)C=C(NCCCNC2CCCCC2)C1	-2%	-5	0%	i	3%	-2%	0%	-10%	-3%
COC(=O)c1ccccc1NC(=O)c1ccccc1N(C)S(=O)(=O)c1ccccc1	18%	3	27%	i	-16%	-5%	9%	1%	8%
Cc1ccc(S(=O)(=O)NCC(=O)N2CCC(C)CC2)cc1	0%	-15	-1%	i	5%	-6%	-12%	3%	7%
Cc1cccc(-n2cnc3c(c2=O)c2nc4ccccc4nc2n3Cc2ccco2)c1	8%[9.24 µM]	0	4%	?	-3%	?	?	12%	14%
CCOC(=O)Cc1c(C)c2c(C)nn(-c3ccccc3)c2oc1=O	1%	-6	-2%	i	-7%	4%	?	-3%	6%
O=C(NCCO)/C(=C\c1ccco1)NC(=O)c1ccco1	18%	-5	7%	i	6%	15%	-11%	-6%	?
Cc1n[nH]c(=O)c2c(NC(=O)CSc3nn(-c4ccccc4)c(=S)s3)oc(C)c12	-19%	12	-7%	i	-8%	2%	13%	7%	-15%
COc1ccc(-c2noc([C@@H]3O[C@H](CO)[C@H](O)[C@H](O)[C@H]3O)n2)cc1OC	4%	18	25%	i	12%	0%	.	-2%	.

Filtered by structure, the compounds so far with a thiophene ring, fused or not (two)
canonical_smiles	HT1080 IDH1KD tx	IL-1B inflam inh	HT1080-NT tox	S2 tox	ATXN2 expr inh	KB-3-1 tox	MCF10A rereplic	HepG2 viability	SW480 rerep
O=C(O/N=C1\CCS(=O)(=O)c2sccc21)c1c(F)cccc1F	0%	12	10%	i	-20%	13%	-47%[inhibitor]	12%	-5%
Cc1ccc(C)c(N2CCN(C(=O)c3cc4c(=O)n(Cc5cccs5)ccc4nc3C)CC2)c1	.	.	.	?	?	-35%	.	16%	.

Later entries:
canonical_smiles	HT1080 IDH1KD tx	IL-1B inflam inh	HT1080-NT tox	S2 tox	ATXN2 expr inh	KB-3-1 tox	MCF10A rereplic	HepG2 viability	SW480 rerep
Cc1ccc(-c2cc(-c3ccccc3)c(C#N)c(Br)n2)cc1	-5%	0	-5%	i	-7%	0%	?	-35%	.
Cc1ccccc1NC(=S)NC(NC(=O)c1ccco1)C(Cl)(Cl)Cl (stereo unspecified)	-7%	?	4%	i	-10%	9%	-3%	-5%	-1%
c1ccc2sc(SCSc3nc4ccccc4s3)nc2c1	-23%	22	-1%	i	.	-4%	-2%	-42%	-16%
Cc1ccc(CSC2=NCCN2C(=O)c2ccco2)cc1	5%	-9	2%	i	5%	-10%	7%	0%	2%
CN(c1ccccc1)S(=O)(=O)c1cccc(NC(=O)CCNC(=O)c2ccc([N+](=O)[O-])cc2)c1	-1%	?	1%	i	-35%	-7%	10%	-35%	?
O=C(NCCCN1CCN(c2ccccc2F)CC1)c1cc2c(Cl)nc3ccccc3c2s1	.	.	.	i	10%	30%	.	-4%	.
Cn1c(SCc2nc3cc(C(=O)O)ccc3c(=O)[nH]2)nnc1C(F)(F)F	17%	4	7%	i	8%	1%	-1%	-15%	-2%
COc1ccccc1/C=N/NC(=O)C(=O)Nc1ccccc1OC(F)(F)C(F)F	10%	-2	9%	i	5%	16%	?	9%	-7%
CCOc1ccc(N2CC(C(=O)N3CCCCCC3)CC2=O)cc1 (stereo unspecified)	-4%	3	0%	i	-5%	18%	?	-13%	-4%
CC(C)NS(=O)(=O)c1ccc(OCC(=O)N2CCN(c3ccccc3F)CC2)cc1	.	.	.	i	-22%	-20%	.	7%	.
CS(=O)(=O)N(Cc1ccc(Cl)cc1)c1ccc(C(=O)NCc2ccccn2)cc1	-5%	-21	-3%	i	-6%	0%	-1%	-8%	1%
COc1ccc(CN(C)Cc2ccccc2)c(OC)c1OC	-1%	26	-8%	i	-8%	-6%	12%	-6%	-5%
COc1ccc(S(=O)(=O)N2CCCCC2)cc1NC(=O)C1CC(=O)N(Cc2ccccc2)C1 (stereo unspecified)	-8%	-16	2%	i	-2%	7%	7%	-5%	-22%
CCOc1ccccc1C(=O)N(CN1CCCC1=O)c1cccc(Cl)c1	-1%	22	-1%	i	-14%	-16%	1%	-3%	7%
CC1Cc2ccccc2N1C(=O)CSc1nnnn1C (stereo unspecified)	-4%	11	-9%	i	-10%	1%	1%	-22%	3%
